RTF Ca sens act: cardiac RTF calcium sensitivity activators, primary screen, biochemical, IANBD-TnC fluorescence, EC20 calcium. AID 493008, 2010. IANBD-labeled TnC RTF fluorescence at EC20 calcium; 0% EC20 calcium, 100% full calcium. Troponin I, cardiac muscle (Homo sapiens) + Troponin T, cardiac muscle (Homo sapiens) + …. activation, % at 7.2 µM. hit rate 0.24% among 340,000;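 active = activation above the mean over all tested compounds plus 3 SD, cut at about 30% in these data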;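 note: rise in fluorescence read as greater calcium sensitivity of cardiac thin filaments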
HTR5A inv ag: HTR5A inverse agonists in luminescence cell assay, primary screen, counter-screen for OPRM1-OPRD1 heterodimer inverse agonist project, full-deck HTS; inhibition, % at 9.3 µM; AID 504634, 2011; hit rate 0.083% among 340,000; 5-hydroxytryptamine receptor 5A (Homo sapiens), P47898; HTR5A cell line, inverse agonism; in the data active = inhibition mostly above about 23%, no sharp cut-off; inactive = mostly below about 18%;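 note: 0% = cells with DMSO and 100% = no-cell wells with DMSO; some compounds called inactive have numbers as strong as hits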
Target sequence (P47898 whole entry, looked up): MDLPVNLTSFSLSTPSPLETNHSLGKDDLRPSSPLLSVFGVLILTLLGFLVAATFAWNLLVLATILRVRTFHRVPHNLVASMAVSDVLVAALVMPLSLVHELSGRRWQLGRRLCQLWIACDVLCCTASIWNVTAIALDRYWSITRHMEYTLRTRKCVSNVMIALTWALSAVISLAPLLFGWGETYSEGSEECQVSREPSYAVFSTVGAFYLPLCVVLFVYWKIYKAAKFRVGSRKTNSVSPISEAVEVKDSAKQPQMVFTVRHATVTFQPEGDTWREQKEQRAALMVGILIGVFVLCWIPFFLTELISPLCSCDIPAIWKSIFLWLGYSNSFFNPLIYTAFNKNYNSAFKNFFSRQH
V-ATPase pHluor: regulators of yeast V-ATPase proton pumping, primary screen, pHLuorin cytosolic pH fluorescence. S. cerevisiae. response, % at 10 µM. AID 504577, 2011. hit rate 0.37% among 350,000; in the data active = response mostly above about 7.3%, no sharp cut-off; inactive = mostly below about 5.4%; note: actives read high; inactives centre near 0; some compounds called inactive have numbers as strong as hits; reference of the scale not given here
LANA DNA inh: inhibitors of KSHV C-LANA binding to DNA, primary screen, biochemical, fluorescence polarization, FAM-LBS DNA, MBP-C-LANA, single point; Kaposi's sarcoma herpesvirus LANA C-terminal domain (residues 932-1162) DNA binding; inhibition, % at 9 µM; hit rate 0.078% among 340,000;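 active = highest replicate inhibition at or above 60% at 9 µM, even if other replicates fall short; inactive = all replicates below 60% inhibition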;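 note: 0% = neutral control wells and 100% = 4 µM acridine orange control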
CAL PDZ FP: untagged CAL PDZ binding inhibitors, primary screen, biochemical, fluorescence polarization, HTS; Golgi-associated PDZ and coiled-coil motif-containing protein (Homo sapiens), Q9HD26; purified CAL PDZ, TMR-peptide fluorescence polarization, 1 h; inhibition, % at 24.9 µM; hit rate 0.92% among 300,000;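 active = mean inhibition of at least 30% with at least half of replicates also reaching 30%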;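 note: 0% = DMSO neutral control and 100% = excess unlabeled competitor peptide PRC23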
OPRM1-OPRD1 inv: inverse agonists of MOR-DOR heterodimerization, primary screen, cell-based, luminescence; AID 504357, 2011; inhibition, % at 9.3 µM; hit rate 0.21% among 340,000; cell-based MOR-DOR heterodimer luminescence, inverse agonism; in the data active = inhibition above about 22%, passing the limit was not always enough;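 note: 0% = cells with DMSO and 100% = wells without cells with DMSO; values of inactives mirror those of a sister screen read the other way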
Cardiac RTF inh: cardiac RTF calcium sensitivity inhibitors, primary screen, biochemical, IANBD-TnC fluorescence, EC70 calcium | Troponin I, cardiac muscle (Homo sapiens) + Troponin T, cardiac muscle (Homo sapiens) + … | IANBD-labeled cardiac RTF, Ca2+ fluorescence | inhibition, % at 7.15 µM | hit rate 0.12% among 340,000 | AID 493244, 2011;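 active = inhibition above the mean inhibition of all tested compounds plus 3 SD, cut at about 17% in these data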;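 note: assay run at fixed EC70 calcium of 1.6 mM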
Keap1 Nrf2 FP: Keap1-Nrf2 protein-protein interaction inhibitors, primary screen, biochemical, fluorescence polarization, single point; Keap1 Kelch-Nrf2 peptide fluorescence polarization, 1536-well; hit rate 0.15% among 340,000; Kelch-like ECH-associated protein 1 (Homo sapiens), Q14145; inhibition, % at 9.4 µM; AID 504523, 2011; in the data active = inhibition above about 12%;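 note: human Keap1 Kelch domain with fluorescein labeled Nrf2 9mer peptide probe; 0% = neutral control wells and 100% = peptide positive control; higher means more block of Keap1 binding to Nrf2 peptide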
Target sequence (Q14145 whole entry, looked up, the tested form may be a part): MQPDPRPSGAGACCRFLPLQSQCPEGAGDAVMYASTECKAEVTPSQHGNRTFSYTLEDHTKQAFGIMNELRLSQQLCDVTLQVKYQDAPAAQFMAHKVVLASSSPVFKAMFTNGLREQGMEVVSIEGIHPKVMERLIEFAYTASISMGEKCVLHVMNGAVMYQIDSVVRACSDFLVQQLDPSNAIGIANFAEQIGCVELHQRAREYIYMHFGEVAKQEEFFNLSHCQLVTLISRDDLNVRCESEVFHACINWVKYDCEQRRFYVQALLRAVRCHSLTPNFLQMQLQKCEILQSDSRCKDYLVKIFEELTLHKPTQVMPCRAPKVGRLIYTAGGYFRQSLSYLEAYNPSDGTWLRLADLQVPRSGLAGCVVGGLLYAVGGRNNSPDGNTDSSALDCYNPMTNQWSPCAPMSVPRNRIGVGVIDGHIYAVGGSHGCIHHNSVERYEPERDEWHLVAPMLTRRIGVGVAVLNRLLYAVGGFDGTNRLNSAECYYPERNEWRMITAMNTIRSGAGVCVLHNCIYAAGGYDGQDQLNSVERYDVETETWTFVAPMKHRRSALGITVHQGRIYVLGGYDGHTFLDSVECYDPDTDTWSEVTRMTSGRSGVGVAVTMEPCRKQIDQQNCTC
OPRM1-OPRD1 ag: agonists of OPRM1-OPRD1 heterodimerization, primary screen, cell-based, luminescence. cells. activation, % at 9.3 µM. hit rate 0.3% among 340,000; in the data active = activation above about 18%;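 note: 0% = vehicle-treated cells and 100% = reference agonist; values of inactives mirror those of a sister screen read the other way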
HTR5A ag: HTR5A agonists in luminescence cell assay, primary screen, counter-screen for OPRM1-OPRD1 heterodimer agonist project, full-deck HTS; 5-hydroxytryptamine receptor 5A (Homo sapiens), P47898; cell-based; activation, % at 9.3 µM; hit rate 0.61% among 340,000; AID 504692, 2011; in the data active = activation mostly above about 9.5%, no sharp cut-off; inactive = mostly below about 7.6%;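 note: 0% = cells with vehicle only and 100% = reference agonist; strong numbers were not always called active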
Starred values were filed as active, the others as inactive; . = no result given.

SMILES | RTF Ca sens act | HTR5A inv ag | V-ATPase pHluor | LANA DNA inh | CAL PDZ FP | OPRM1-OPRD1 inv | Cardiac RTF inh | Keap1 Nrf2 FP | OPRM1-OPRD1 ag | HTR5A ag
O=C(Nc1ccc2c(c1)OCCO2)c1cc2ccccc2o1 | -1 | -8 | -2 | 2.0 | -2 | 9 | -3 | -4 | -1.8 | 3
Cc1ccc(C(C)C)c(OCc2nn(CC(=O)c3ccc(Cl)cc3)c3[n+]2CCCCC3)c1 | 5 | -7 | 1 | -0.6 | 1 | -23 | -1 | -3 | 4.9 | 3
COc1ccc(-c2nn(-c3ccccc3)cc2C(=O)N2CCN(S(=O)(=O)c3cccc(F)c3)CC2)cc1 | -9 | 0 | -1 | 0.1 | -3 | -13 | -2 | 6 | 2.4 | -3
CSc1ccc(S(=O)(=O)NCC(=O)OCC(=O)N(C)Cc2ccccc2)cc1[N+](=O)[O-] | 0 | 12 | -4 | -0.4 | 15 | 6 | -3 | -2 | -1.2 | -5
Oc1ccc2ccccc2c1C=Nc1ccc(Cl)cn1 | 1 | 13 | . | 1.2 | 5 | -2 | 10 | 2 | 0.3 | 2
O=C(NNc1cccc(Cl)c1)c1cccnc1Cl | 2 | 4 | 1 | 4.7 | -2 | 12 | -8 | -1 | -1.6 | -1
CCOC(=O)c1ccccc1NC(=O)Nc1ccc(OC)c(OC)c1 | 3 | 3 | 6 | 11 | . | -3 | -6 | 4 | 0.5 | 2
CCCC(=O)Nc1nc2c(OC)ccc(OC)c2s1 | 0 | 16 | -3 | -1.7 | -1 | 3 | -11 | 3 | -0.6 | -1
C/C=C/C(=O)Nc1cccc(C2=NOC3(C2)C[C@@H](C(N)=O)N(C(=O)/C(C)=C/C)C3)c1 (stereo partly drawn) | 3 | -3 | -2 | -0.8 | -3 | 16 | 4 | 1 | -2.8 | 1
Cc1ccc2cc(/C=N/NC(=O)CN3CCCCC3)c(Cl)nc2c1 | 0 | 5 | 5 | -0.2 | 0 | 10 | 4 | 0 | -1.9 | -2
CC(C)C(NC(=O)C(NC(=O)C1O[C@@H]2OC(C)(C)O[C@@H]2[C@H]2OC(C)(C)O[C@@H]12)C(C)C)C(=O)O (stereo partly drawn) | 2 | -19 | -2 | -1.3 | 6 | -21 | 11 | 0 | 2.9 | 7
COc1ccc(Cl)cc1NC(=O)c1nnn(CC(=O)Nc2cc(C)cc(C)c2)c1N | -2 | 9 | 3 | 1.0 | -3 | -31 | -5 | -4 | 5.8 | -2
O=C(Nc1cccc(NC(=O)c2cccs2)c1)c1ccc(Br)o1 | -1 | -7 | 6 | -0.6 | -4 | 17 | 0 | -3 | -3.6 | 2
CC(NC(=O)CSc1ncn[nH]1)c1ccc(Cl)cc1Cl (stereo not drawn) | -3 | -2 | -2 | 0.6 | -3 | -17 | -3 | -2 | 2.1 | 1
CCn1c(CN2CCCCCC2=O)nnc1SCc1cnc(-c2ccccc2)s1 | 14 | 7 | 0 | -1.8 | -5 | -9 | -16 | -4 | 1.5 | -3
COc1ccc(CNC(=O)[C@@H]2CCCN2C(=O)[C@@H]2Cc3ccccc3CN2C(=O)OC(C)(C)C)cc1 | 4 | -31 | 6 | 0.5 | -2 | 4 | 2 | -2 | -0.8 | -1
COc1ccc(OCCSc2nc3ccccc3c(=O)[nH]2)cc1 | -1 | -14 | -2 | -1.0 | 1 | -16 | 4 | -1 | 2.9 | 6
CCCCCc1ccc(-c2ccc(C(=O)O)cc2)nc1 | 1 | 12 | 4 | 0.8 | -2 | 4 | -3 | -3 | -0.8 | 4
CCOC(=O)C1CCCN(CCC(=O)Nc2cccc(Cl)c2C)C1 (stereo not drawn) | -6 | -9 | -1 | 0.6 | 0 | 5 | -2 | 0 | -1.0 | 3
CN(C)C(=S)NC(=O)C12CC3CC(C)(CC(C)(C3)C1)C2 | -2 | -16 | 2 | -0.8 | -4 | 8 | -14 | -2 | -1.5 | 3

An excerpt from above with just CAL PDZ FP, HTR5A inv ag and HTR5A ag.
mol	CAL PDZ FP	HTR5A inv ag	HTR5A ag
COc1ccc(-c2nn(-c3ccccc3)cc2C(=O)N2CCN(S(=O)(=O)c3cccc(F)c3)CC2)cc1	-3	0	-3
CSc1ccc(S(=O)(=O)NCC(=O)OCC(=O)N(C)Cc2ccccc2)cc1[N+](=O)[O-]	15	12	-5

(more compounds)
SMILES | RTF Ca sens act | HTR5A inv ag | V-ATPase pHluor | LANA DNA inh | CAL PDZ FP | OPRM1-OPRD1 inv | Cardiac RTF inh | Keap1 Nrf2 FP | OPRM1-OPRD1 ag | HTR5A ag
O=C(Nc1ncn[nH]1)c1cc(S(=O)(=O)Nc2ccc(Cl)cc2)ccc1Cl | 5 | -15 | 0 | -0.5 | -2 | 1 | -10 | 0 | -0.2 | 1
COc1ccc(-c2nn(-c3ccccc3)cc2C(=O)Nc2nccs2)cc1 | 1 | -35 | -5 | -0.6 | -1 | -21 | -9 | -7 | 4.2 | 13
CN1C(=O)N(C)C2(c3ccccc3)NNC(N)=NC12c1ccccc1 (stereo not drawn) | . | . | 6 | -0.6 | -2 | . | . | -2 | . | .
Cc1ccccc1N1CN(Cc2ccco2)CNC1=S | -7 | 16 | 5 | -0.2 | 4 | 3 | -2 | -5 | -0.5 | -6
COc1cc2c(cc1OC)CN(c1ccc3ccccc3n1)CC2 | -3 | 3 | 5 | -1.3 | -1 | -8 | 3 | 2 | 1.4 | -1
CC(C)=CCC/C(C)=C/CNC(=O)C[C@H]1C[C@H](C(=O)N2CCOCC2)[C@@]2(CCC3CCCC3)c3[nH]c4cc(CCC(=O)N(C)C)ccc4c3CCN2C1=O | 1 | 0 | 3 | 0.7 | -2 | 6 | -5 | -4 | -1.1 | 0
CCN(CC)S(=O)(=O)c1ccc(N2CCOCC2)c(NC(=O)c2[nH]c(C)c(C(C)=O)c2C)c1 | -5 | -2 | 3 | -0.5 | -2 | 16 | 4 | -3 | -4.1 | 5
Cc1c(NC(=O)CN2C(=O)c3cccc4cccc2c34)c(=O)n(-c2ccccc2)n1C | -4 | 8 | 1 | -0.5 | -2 | 4 | -9 | -4 | -0.7 | 1
CC1(C)Oc2ccc(C(=O)NC3CCCC3)cc2N(CC(=O)NC2CCCCC2)C1=O | -2 | -2 | -3 | 2.1 | . | 6 | -3 | -2 | -1.1 | 2
CC(C)(C)c1ccc2c(c1)OCC(C(=O)O)O2 (stereo not drawn) | 1 | 15 | 0 | -1.0 | 0 | 10 | -3 | -2 | -1.9 | -4
Cn1cnc(S(=O)(=O)N2CCN(c3cccc(C(F)(F)F)c3)CC2)c1 | -6 | 24 | -6 | 1.1 | -4 | 4 | -8 | 0 | -0.8 | 1
Cc1cccc(N2C(=O)c3cccc4cccc(c34)C2=O)c1 | -1 | 6 | 3 | -2.2 | -3 | 17 | -6 | -4 | -3.8 | -2
CC(=O)Nc1ccc(S(=O)(=O)NCC(=O)OCC(=O)c2ccc[nH]2)cc1 | 1 | 15 | 1 | 2.5 | -6 | -2 | -2 | -1 | 0.4 | -6
CC(NS(=O)(=O)c1ccc(OCC(=O)NCc2cccnc2)cc1)c1ccccc1 (stereo not drawn) | 1 | 8 | 8 | 0.3 | 6 | 7 | -9 | 1 | -1.0 | -3
COc1ccc(C2=NN(C(C)=O)C(c3cccs3)C2)cc1OC (stereo not drawn) | 3 | 4 | -1 | -2.3 | -1 | 8 | 1 | -7 | -1.6 | -1
N#C/C(=N\Nc1ccc(Cl)cc1)C(=N)N1CCCCC1 | -1 | 3 | 2 | -3.1 | -2 | 2 | 1 | -2 | -0.3 | -1
Cn1cnnc1Sc1ccc(C(=O)OCC(=O)Nc2cc(Cl)cc(Cl)c2)cc1[N+](=O)[O-] | -2 | -9 | 1 | 0.1 | 7 | -32 | -5 | -1 | 6.2 | 3
CCc1noc(C)c1C(=O)Nc1nc(-c2ccccc2)c(C(C)=O)s1 | -2 | 3 | -1 | -0.1 | -1 | 8 | -10 | 2 | -1.8 | -1
S=c1[nH]c2cc(Br)cnc2[nH]1 | 0 | -7 | -1 | -0.5 | -1 | 9 | -1 | 1 | -1.7 | -3
Cc1c(NC(=O)CSc2nnc(-c3ccco3)n2-c2ccccc2)c(=O)n(-c2ccccc2)n1C | 6 | 17 | 1 | 0.7 | -4 | -2 | -2 | 0 | 0.3 | -3
CCN(CC)CC(O)Cn1c(C)c(-c2ccccc2)c2cc([N+](=O)[O-])ccc21 (stereo not drawn) | 2 | -3 | -86 | 0.2 | -7 | 5 | -2 | -2 | -1.1 | 1
O=C1C(Nc2ccccc2)=C(NS(=O)(=O)c2ccccc2)C(=O)c2ccccc21 | -9 | -2 | 2 | -3.5 | -3 | 1 | -10 | -4 | -0.2 | 1
O=S(=O)(NCCN1CCCC1)c1ccc(Br)cc1 | -8 | 10 | 2 | -0.8 | 17 | 5 | -1 | -3 | -1.1 | -3
O=c1cc(CN2CCc3ccccc32)nc2sccn12 | -6 | -6 | 3 | 3.3 | 3 | 6 | 1 | 0 | -1.1 | 0
CN(CCC1CCCCO1)C(=O)CCc1nnc(Cc2c[nH]c3ccccc23)o1 (stereo not drawn) | -1 | -5 | 4 | 1.2 | -2 | 4 | -1 | -2 | -0.7 | 2
CCN1C[C@@H]2[C@@H]3C(=O)N(Cc4ccccc4)C(=O)[C@@H]3[C@](CC)(C(=O)OC)N2C1=NCc1ccccc1 | -6 | -1 | -1 | 1.6 | -1 | 13 | -8 | -1 | -2.7 | 0
Cc1cc(C)nc(N(C#N)CC(=O)c2ccccc2)n1 | 0 | -8 | -1 | -0.2 | -2 | 13 | -16 | -5 | -2.4 | 9
Cc1ccc(OCC(=O)N(C)CC(=O)NCc2ccco2)c(Br)c1 | -4 | -7 | 7 | 3.6 | -4 | -4 | -7 | -6 | 0.7 | 0
Cc1onc(-c2ccccc2Cl)c1C(=O)N(Cc1ccccc1)C(C)C | -4 | 2 | 0 | 1.6 | -19 | 1 | -1 | -5 | -0.3 | 0
CN(/N=C/c1ccc(O)cc1O)c1ncc(C(F)(F)F)cc1Cl | 19 | -14 | 19 | 0.6 | -2 | -55 | -14 | -9 | 11 | 3
CCOC(=O)C1(Cc2ccc(O)cc2)NC(c2ccco2)C2C(=O)N(c3ccccc3F)C(=O)C21 (stereo not drawn) | -1 | -21 | . | -1.3 | 0 | -1 | 3 | 4 | 0.1 | 1
O=C(CN(C(=O)c1csnn1)c1ccccc1F)NC1CCCCC1 | 4 | -14 | 4 | 0.0 | -1 | -4 | 3 | -4 | 0.5 | 5
O=C(Nc1cccc(-c2nnc(-c3ccccc3)o2)c1)c1ccc(Br)o1 | 4 | 17 | 0 | -1.2 | -2 | -1 | 1 | -1 | 0.2 | 0
